# LYP inhibition – inhibition of human PTPN22 tyrosine phosphatase – biochemical, DiFMUP fluorescence, recombinant catalytic domain, 10 µM, primary screen (AID 606). recombinant LYP catalytic domain, DiFMUP fluorescence; higher % means a stronger effect. inhibition, % at 10 µM, or IC50 in µM where a hit was titrated. 52,000 tested, under 10 active;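 active = IC50 under 40 µM in the dose-response test; inactive = IC50 of 40 µM or more, or never dose-tested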
# KRASV12 cytotoxicity – viability loss of HPDE-C7K cells – cell-based, fluorescence, HTS, primary screen (AID 431); HPDE-C7K KRASV12 cells, Alamar Blue viability, 48 h; higher % means a stronger effect; cytotoxicity, % at 10 µM; hits with a dose series show EC50 in µM; actives 1.7% (n = 63,000);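 active = compounds whose percent cytotoxicity in the single-dose primary screen, scaled between solvent and toxic-drug controls, exceeds 50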;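 note: 0% = DMSO solvent wells and 100% = doxorubicin-treated wells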
# Spn MK inh – blocks S. pneumoniae mevalonate kinase | inhibition, % at 10 µM | purified MK, PK/LDH-coupled NADH absorbance 340 nm | actives 0.48% (n = 65,000);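 active = ranked among the strongest by inhibition in the single 10 µM screen, a fixed top-ranked set picked for dose follow-up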; note: no value below 0 was filed
# Spn PMK inh – blocks S. pneumoniae phosphomevalonate kinase | purified PMK, PK/LDH-coupled NADH absorbance 340 nm | actives 0.49% (n = 65,000) | inhibition, % at 10 µM | AID 539;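 active = top-ranked compounds by inhibition in the single 10 µM screen, taking a fixed number of the strongest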;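 note: 0% = full reaction with DMSO carrier and 100% = background rate without enzyme reaction; no value below 0 was filed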
# Alkaline phosphatase – inhibition of tissue-nonspecific alkaline phosphatase – biochemical, luminescent (AID 518). actives 0.09% (n = 64,000). purified TNAP enzyme, luminescent substrate readout; higher % means a stronger effect. one-dose inhibition, % at 20 µM; IC50 in µM for titrated hits; in the data active = a potency from the dose series; inactive = the rest, 99 in 100 with inhibition below about 22%;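 note: plate controls were vehicle for no effect and reference inhibitor for full effect; many of its hits are not listed in these tables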
# HT1080 viability – HT1080 cell viability loss – fluorescence readout (AID 620); cytotoxicity, % at 10 µM, or EC50 in µM where a hit was titrated; HT1080 viability, fluorescence; higher % means a stronger effect; actives 0.42% (n = 87,000);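 note: cells exposed to compound overnight then 4 h with Alamar Blue; 0% = vehicle DMSO and 100% = killing control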
# DPM-DC inhibit – inhibitors of Streptococcus pneumoniae diphosphomevalonate decarboxylase | actives 0.49% (n = 65,000) | purified DPM-DC, PK/LDH coupled NADH fluorescence | calls only at 10 µM;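 active = the 320 compounds with the highest percent inhibition in the single-dose primary screen, excluding strongly autofluorescent ones, cut at about 32% in these data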;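 note: kinetic rate of NADH fluorescence loss reporting ADP formed by the decarboxylase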
# Bfl-1 inhibitors – displacement of Bid BH3 peptide from Bfl-1 – biochemical, fluorescence polarization, FITC-Bid, mouse, primary screen (AID 432); FITC-Bid BH3 peptide fluorescence polarization displacement; higher % means a stronger effect; displacement, % at 20 µM; hits with a dose series show IC50 in µM; actives 0.02% (n = 64,000); in the data active = a potency from the dose series; inactive = the rest, 99 in 100 with displacement below about 15%; note: strong numbers were not always called active
# HPDE-C7 cytotoxicity – cytotoxicity in HPDE-C7 cells, cell-based, fluorescence, HTS (AID 430); HPDE-C7 pancreatic duct cells viability, fluorescence; higher % means a stronger effect; cytotoxicity, % at 10 µM, or EC50 in µM where a hit was titrated; actives 1.8% (n = 63,000);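 note: cells exposed to compound for 48 hours before viability readout; 0% = vehicle and 100% = reference cytotoxic drug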
# Spn PMK inh pilot replicates – also measured in Spn PMK inh; calls as there; inhibition, %; measured here: pilot screen replicates
# Spn MK inh pilot replicates – second read-out of Spn MK inh, no call of its own (marks repeat the call); inhibition, %; measured here: pilot screen replicates
# DPM-DC inhibit pilot screen % – second read-out of DPM-DC inhibit, no call of its own (marks repeat the call); inhibition, %; measured here: pilot screen trials
# An asterisk follows results filed as active; i = inactive; · = not tested or not shown. Cut-off read from the data, not from the text of the source, unless noted: active = cytotoxicity above about 50%; inactive = the rest.
SMILES,LYP inhibition,KRASV12 cytotoxicity,Spn MK inh,Spn PMK inh,Alkaline phosphatase,HT1080 viability,DPM-DC inhibit,Bfl-1 inhibitors,HPDE-C7 cytotoxicity,others
Cc1ccc(-c2nc(S(=O)(=O)c3ccc(F)cc3)c(SCC(=O)NCC3CCCO3)o2)cc1 (stereo unspecified),12%,-7%,2,0,11%,2%,i,2%,-7%,
CCCCCn1c(CN2CCN(c3cccc(Cl)c3)CC2)nc2c1c(=O)[nH]c(=O)n2C,21%,46%,2,4,6%,3%,i,1%,44%,
O=C(NC1CCCCCC1)c1cc2n(n1)C(C(F)(F)F)CC(c1ccco1)N2 (stereo unspecified),·,-21%,0,14,11%,-4%,i,-4%,-32%,
Cc1cc(C)c(N2C(=NC(=O)CCCC(=O)O)SC3CS(=O)(=O)CC32)c(C)c1 (stereo unspecified),8%,4%,5,10,15%,-17%,i,-7%,-2%,
Cc1nccn1-c1c2c(c(C#N)c3nc4ccccc4n13)CCC2,·,-12%,1,10,12%,-12%,i,2%,-1%,
c1ccc(-n2ncc3c(NC4CCCCCC4)ncnc32)cc1,4%,-17%,0,11,9%,-1%,i,0%,-10%,Spn PMK inh pilot replicates=2.5;Spn MK inh pilot replicates=0.0;DPM-DC inhibit pilot screen %=0.0
CN(Cc1nc2ccccc2n1C)S(=O)(=O)c1ccc(Cl)cc1,8%,-1%,7,3,2%,-7%,i,-2%,-4%,
Cc1cc(C)cc(N(C(C)C(=O)N2CCCCC2)S(C)(=O)=O)c1 (stereo unspecified),5%,-3%,9,7,5%,-2%,i,0%,-4%,
Cc1nc(N2CCN(Cc3ccccc3)CC2)nc2c1C(=O)CC(C)C2 (stereo unspecified),3%,-27%,5,9,13%,16%,i,-4%,-31%,
CCN(CC)CCNC(=O)c1ccccc1N,11%,29%,0,5,11%,10%,·,-3%,12%,
COc1cc(-c2nnc3n2N=C(c2ccccc2)CS3)cc(OC)c1OC,·,64%*,12,17,8%,67%*,i,-2%,57%*,
COc1cccc(OC)c1C(=O)N1CCN(Cc2ccccc2C)CC1,0%,-5%,48*,0,7%,-4%,i,0%,-12%,
CC(=O)Oc1ccccc1C1OC(=O)c2ccccc2N1C(C)=O (stereo unspecified),10%,1%,5,4,6%,-6%,i,-2%,4%,
COc1ccc(-n2c(SC)nc(O)cc2=O)cc1,·,-2%,4,7,0%,4%,i,2%,-9%,
Cc1cccn2c(=O)c3cc(C#N)c(=NC(=O)c4ccccc4)n(Cc4ccco4)c3nc12,8%,6%,3,11,6%,7%,·,13%,1%,
O=c1c2[nH]c3ccc(F)cc3c2ncn1CCN1CCN(Cc2ccccc2)CC1,-3%,2%,1,7,6%,2%,i,-5%,3%,
COc1ccc(S(=O)(=O)N2CC3C4C=CC(C4)C3C2)cc1 (stereo unspecified),6%,6%,0,16,13%,9%,i,0%,0%,
COc1ccc(S(=O)(=O)N2CCCC(C(=O)NCCC3=CCCCC3)C2)cc1 (stereo unspecified),1%,-10%,9,8,5%,6%,i,-2%,-18%,
Cc1ccccc1N1C(=O)c2sc3nc4c(c(=O)n3c2C1=O)CCC4,-19%,-8%,5,9,10%,0%,i,2%,0%,
O=C(CCC1COc2ccccc2O1)NCc1ccco1 (stereo unspecified),-1%,-19%,5,3,0%,3%,i,-1%,-7%,
COc1ccc(-c2nc(CNS(=O)(=O)c3cc(OC)ccc3OC)cs2)cc1,1%,9%,7,8,16%,1%,i,2%,-3%,
COc1ccc(CCC(=O)N2CCc3ccccc32)cc1,8%,-8%,10,1,9%,6%,i,1%,5%,
O=C(Cn1nnc(-c2ccccc2F)n1)Nc1ccc(S(=O)(=O)NC2CCCC2)cc1,6%,-26%,4,4,10%,-4%,i,-6%,-20%,
Cc1nc(SCC(=O)Nc2cc(C)on2)c2c(C)c(C)sc2n1,-11%,-2%,3,0,9%,3%,i,6%,-2%,
O=C(Cc1cccs1)Nc1ccc(S(=O)(=O)Nc2ncccn2)cc1,2%,1%,6,5,14%,-10%,i,-10%,-1%,
O=C(Nc1nccs1)C(NS(=O)(=O)c1ccc(Br)s1)c1ccccc1 (stereo unspecified),15%,-13%,0,17,6%,·,i,-2%,-8%,
Cn1nnnc1SCC(=O)NCCCc1ccccc1,·,1%,3,14,11%,26%,i,-9%,-6%,
COCCNC(=O)C(c1ccc(C)o1)N(C(=O)c1snc(C(N)=O)c1N)c1cccc(C)c1 (stereo unspecified),-3%,-12%,7,16,4%,-4%,i,-2%,-8%,
c1csc(Cn2nnnc2CN2CCN(c3nc4ccccc4s3)CC2)c1,·,-3%,10,12,14%,-5%,i,-16%,-10%,
C=CCn1c(CSc2nc3ccccc3s2)nnc1SCC(=O)NCCN1CCOCC1,8%,-2%,0,0,1%,-11%,i,0%,-4%,
CN(Cc1ccccc1)c1ncnc2ccc(Br)cc12,9%,-10%,8,0,5%,-7%,i,3%,-1%,
CCCCCn1c2nc3ccccc3nc2c2c(=O)n(CC3CCCO3)c(C)nc21 (stereo unspecified),·,-6%,5,3,11%,-5%,·,-1%,-4%,
COCCNC(=O)c1cc2c(=O)n(C)c3ccccc3c2n1C,12%,5%,6,1,7%,6%,i,1%,0%,
Nc1nc(Nc2ccc(Cl)cc2Cl)nc(C(F)(F)F)n1,1%,-8%,8,0,4%,3%,i,5%,-14%,Spn PMK inh pilot replicates=0.5;Spn MK inh pilot replicates=0.0;DPM-DC inhibit pilot screen %=1.5
O=C(O)CN1C(=O)CNC1=O,-5%,-18%,0,10,11%,1%,i,0%,-5%,Spn PMK inh pilot replicates=4.0;Spn MK inh pilot replicates=0.0;DPM-DC inhibit pilot screen %=3.5
COc1ccc(CN2CCN(c3ncccn3)CC2)c(OC)c1,·,·,49*,16,1%,0%,i,7%,·,
CCN1CC=C2C(C#N)=C(N)C(C#N)(C#N)[C@H](c3cccc(OC)c3OC)[C@H]2C1,10%,15%,4,9,7%,11%,i,18%,6%,
CCOCCCNC(=O)c1ccc2c(c1)N(Cc1ccccc1)C(=O)CS2=O (stereo unspecified),-6%,4%,5,0,17%,10%,i,-7%,0%,Spn PMK inh pilot replicates=0.5;Spn MK inh pilot replicates=3.5;DPM-DC inhibit pilot screen %=0.5
CC(C)CCn1c(SCC(=O)c2ccccc2)nc2c1c(=O)[nH]c(=O)n2C,18%,·,4,6,·,1%,i,·,·,
CCCCn1c(=O)[nH]c(=O)c2c1nc(CN1C(=O)c3ccccc3S1(=O)=O)n2CCC,-3%,6%,6,13,5%,-10%,i,0%,-1%,
CCN1CCN(CCCOc2ccc(-c3ccccc3)cc2)CC1,-9%,35%,7,2,12%,5%,i,-4%,18%,
Cc1ccc(C(=O)CC2(O)C(=O)N(CCc3ccccc3)c3ccc(Br)cc32)o1 (stereo unspecified),8%,-24%,7,7,12%,-8%,i,1%,-13%,
C=CCn1c(=O)[nH]c2cc(C(=O)N3CCN(c4ccc(C(C)=O)cc4)CC3)ccc2c1=O,·,-3%,5,12,13%,·,i,2%,-1%,Spn PMK inh pilot replicates=1.5;Spn MK inh pilot replicates=0.0;DPM-DC inhibit pilot screen %=2.5
COCCn1c(=S)[nH]c2cc(C(=O)N3CCN(Cc4ccc5c(c4)OCO5)CC3)ccc2c1=O,-14%,12%,24,6,9%,7%,i,-4%,46%,
O=C(CCN1CCN(c2ccccc2F)CC1)Nc1ccc2c(c1)OCO2,10%,16%,11,12,13%,5%,i,1%,10%,
CC(c1ccccc1)N1C(=O)CC(Sc2ncccc2C(=O)O)C1=O (stereo unspecified),12%,-18%,10,8,11%,-4%,i,-5%,-23%,
Cn1c(=O)oc2cc(S(=O)(=O)N3CCCC(C(=O)NCCN4CCOCC4)C3)ccc21 (stereo unspecified),6%,12%,6,4,2%,-2%,i,-1%,-5%,
O=c1[nH]c(SCC2CCCCO2)nc2ccccc12 (stereo unspecified),13%,6%,0,14,4%,10%,i,0%,1%,
CCC(CC)C(=O)NCCc1cc2ccc(C)c(C)c2[nH]c1=O,9%,-8%,0,5,8%,-5%,i,-4%,38%,
COC(=O)c1nc(NC(C)=O)n[nH]1,7%,2%,7,15,10%,5%,i,7%,1%,
COc1ccc(C2=NOC(C(=O)NCCCN3CCOCC3)C2)cc1 (stereo unspecified),7%,1%,0,3,6%,1%,i,-1%,-10%,Spn PMK inh pilot replicates=2.5;Spn MK inh pilot replicates=1.5;DPM-DC inhibit pilot screen %=2.5
Cn1c(=O)cc(NCCc2ccccc2)[nH]c1=O,9%,2%,9,9,11%,-1%,i,-3%,6%,Spn PMK inh pilot replicates=1.0;Spn MK inh pilot replicates=0.0;DPM-DC inhibit pilot screen %=0.5
COC(=O)Cn1c2ccccc2c2nc(C)sc21,-2%,3%,10,13,12%,2%,i,-2%,3%,Spn PMK inh pilot replicates=0.0;Spn MK inh pilot replicates=0.0;DPM-DC inhibit pilot screen %=0.5
CCC(NC(=O)NCc1cccnc1)(C(F)(F)F)C(F)(F)F,9%,5%,5,3,8%,-3%,i,2%,5%,
O=C(NC1c2ccccc2-c2ccccc21)c1ccco1,2%,9%,0,10,2%,8%,i,-10%,-2%,
CC1CCCCN1CCNC(=O)Cn1nc(-c2ccccc2)ccc1=O (stereo unspecified),-6%,-2%,11,6,1%,-7%,i,1%,-2%,
COc1ccc(NC(=O)CN2CCCCC2)cc1,13%,-11%,35,10,9%,-1%,i,-1%,6%,Spn PMK inh pilot replicates=3.5;Spn MK inh pilot replicates=0.0;DPM-DC inhibit pilot screen %=1.0
CCSc1nc2c(c(=O)[nH]1)C(c1ccccn1)C1=C(CC(C)(C)CC1=O)N2 (stereo unspecified),12%,0%,8,9,12%,-16%,·,1%,-2%,

# Screening data (PubChem)
